Screening results from PubChem BioAssay.
tuberculosis growth = growth inhibition of non-replicating M. tuberculosis (AID 488890). Mycobacterium tuberculosis non-replicating, growth inhibition; higher % means a stronger effect. inhibition, % at 25 µM; hits with a dose series show IC50 in µM. 320,000 tested, 0.39% active; in the data active = a potency from the dose series; inconclusive = inhibition mostly from about 82% at the one dose, without a potency; inactive = the rest, 99 in 100 with inhibition below about 76%;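 also: plate controls were DMSO cells for no effect and high antibiotic wells for full effect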
influenza NS1A = NS1A inhibition, H1N1 influenza, cell based functional assay (AID 504329); NS1A functional cell-based assay, percent inhibition; higher % means a stronger effect; inhibition, % at 12.5 µM, or IC50 in µM where a hit was titrated; 340,000 tested, 0.3% active; in the data active = a potency from the dose series; inconclusive = inhibition above about 27% without an active follow-up result; also: strong numbers were not always called active
Salmonella PhoP GFP = PhoP regulon inhibitors, Salmonella typhi PhoP promoter GFP reporter, confirmatory (AID 1850) | 310,000 tested, 0.33% active | one-dose inhibition, % at 50 µM; IC50 in µM for titrated hits | Salmonella Typhi PhoP-promoter GFP reporter, fluorescence, 4 h; higher % means a stronger effect; in the data active = a potency from the dose series; inconclusive = inhibition mostly from about 25% at the one dose, without a potency; inactive = the rest, 99 in 100 with inhibition below about 19%;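 also: 0% = induced wells with vehicle and 100% = uninduced wells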
inhibitors of VEEV = inhibitors of VEEV TC-83 cytopathic effect, confirmation, Vero cells (AID 588727). 350,000 tested, 0.13% active. one-dose inhibition, % at 20 µM; IC50 in µM for titrated hits. Vero cells, VEEV TC-83 cytopathic effect inhibition; higher % means a stronger effect; in the data active = a potency from the dose series; inconclusive = inhibition mostly from about 14% at the one dose, without a potency; inactive = the rest, 99 in 100 with inhibition below about 12%; also: strong numbers were not always called active
H37Rv inhibition = M. tuberculosis growth inhibition, HTS (AID 449762); 330,000 tested, 0.59% active; inhibition, % at 25 µM, or IC50 in µM where a hit was titrated; M. tuberculosis H37Rv growth inhibition, 7H9 media; higher % means a stronger effect; in the data active = a potency from the dose series; inconclusive = inhibition above about 70% without an active follow-up result;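 also: bacterial growth assessed after seven days of incubation; strong numbers were not always called active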
inhibitors of VEEV 10K pilot screen = further read-out of inhibitors of VEEV, marked with its call; inhibition, %; measured here: 10K pilot screen inhibition
* hit, by the source's call.

The first three compounds, ahead of the listing:
What do the screens show for `O=c1[nH]c(NCc2ccccc2)nc2c1CCCC2`?
tuberculosis growth: 29.2%; influenza NS1A: -13.6%; Salmonella PhoP GFP: -3.5%; inhibitors of VEEV: 0.6%; H37Rv inhibition: -0.8%

How did Cc1n[nH]c(C)c1CCCCOc1ccccc1F do in these assays?
tuberculosis growth: 57.1%; influenza NS1A: -11.2%; Salmonella PhoP GFP: 5.0%; inhibitors of VEEV: inactive; H37Rv inhibition: 50.4%

What do the screens show for `NS(=O)(=O)c1cc2c(cc1Cl)NC=NS2(=O)=O`?
tuberculosis growth: -9.2%; influenza NS1A: 0.7%; Salmonella PhoP GFP: 7.2%; inhibitors of VEEV: 0.0%; H37Rv inhibition: 8.9%

Results, previewed entries included:
What do the screens show for `O=c1[nH]c(NCc2ccccc2)nc2c1CCCC2`?
tuberculosis growth: 29.2%; influenza NS1A: -13.6%; Salmonella PhoP GFP: -3.5%; inhibitors of VEEV: 0.6%; H37Rv inhibition: -0.8%

How did Cc1n[nH]c(C)c1CCCCOc1ccccc1F do in these assays?
tuberculosis growth: 57.1%; influenza NS1A: -11.2%; Salmonella PhoP GFP: 5.0%; inhibitors of VEEV: inactive; H37Rv inhibition: 50.4%

What do the screens show for `NS(=O)(=O)c1cc2c(cc1Cl)NC=NS2(=O)=O`?
tuberculosis growth: -9.2%; influenza NS1A: 0.7%; Salmonella PhoP GFP: 7.2%; inhibitors of VEEV: 0.0%; H37Rv inhibition: 8.9%

What do the screens show for `O=[N+]([O-])c1ccccc1CN1CCN(S(=O)(=O)Cc2ccccc2)CC1`?
tuberculosis growth: 10.8%; influenza NS1A: 7.4%; Salmonella PhoP GFP: 3.7%; inhibitors of VEEV: 1.8%; H37Rv inhibition: 2.3%

How did O=C(CN(c1ccc2c(c1)OCCO2)S(=O)(=O)c1ccccc1)N1CCN(Cc2ccccc2)CC1 do in these assays?
tuberculosis growth: inconclusive; influenza NS1A: -3.4%; Salmonella PhoP GFP: 2.9%; inhibitors of VEEV: 4.8%; H37Rv inhibition: 6.9%

How did Cc1nn(C(C)C)c(C)c1CN1CCCC(CCC(=O)NCc2ccccc2F)C1 (stereo unspecified) do in these assays?
tuberculosis growth: -4.7%; influenza NS1A: 3.6%; Salmonella PhoP GFP: 5.5%; inhibitors of VEEV: inactive; H37Rv inhibition: -3.2%

Results for O=C(CCl)Nc1nc(-c2ccco2)c(-c2ccco2)s1 ?
tuberculosis growth: inconclusive; influenza NS1A: 3.2%; Salmonella PhoP GFP: -3.4%; inhibitors of VEEV: 0.8%; H37Rv inhibition: 6.7%

What do the screens show for `CCCc1cc(=O)[nH]c(SCc2ccccc2Cl)n1`?
tuberculosis growth: 22.4%; influenza NS1A: -4.7%; Salmonella PhoP GFP: -2.2%; inhibitors of VEEV: 2.9%; H37Rv inhibition: -0.2%

Results for COc1ccc(N2C(=O)C(Cl)=C(Nc3c(C)n(C)n(-c4ccccc4)c3=O)C2=O)cc1 ?
tuberculosis growth: 24.4%; influenza NS1A: -0.1%; Salmonella PhoP GFP: -3.0%; inhibitors of VEEV: 1.8%; H37Rv inhibition: 7.7%

What do the screens show for `Cc1cc(C)cc(NC(=O)CCNC(=O)c2ccc([N+](=O)[O-])cc2)c1`?
tuberculosis growth: 36.1%; influenza NS1A: 13.9%; Salmonella PhoP GFP: 4.7%; inhibitors of VEEV: inactive; H37Rv inhibition: 33.6%

How did O=C(Nc1ccc(F)cc1F)c1csc(-c2ccccc2)n1 do in these assays?
tuberculosis growth: 48.6%; influenza NS1A: 1.7%; Salmonella PhoP GFP: -8.6%; inhibitors of VEEV: inactive; H37Rv inhibition: 36.2%

Results for COc1ccc(NC(=O)CSCc2ccc([N+](=O)[O-])cc2)cc1OC ?
tuberculosis growth: 19.8%; influenza NS1A: -0.4%; Salmonella PhoP GFP: -4.9%; inhibitors of VEEV: 1.5%; H37Rv inhibition: -5.3%

Results for CCOc1ccc(C(=O)CCC(=O)Nc2ccc(C)c(S(=O)(=O)N3CCCCC3)c2)cc1 ?
influenza NS1A: 7.1%; inhibitors of VEEV: 5.2%

What do the screens show for `OC(CNCc1ccc2c(c1)OCO2)COc1ccc(F)cc1` (stereo unspecified)?
tuberculosis growth: 18.5%; influenza NS1A: 1.9%; Salmonella PhoP GFP: 12.1%; inhibitors of VEEV: 1.6%; H37Rv inhibition: -1.9%

Results for Cc1cc(C)nc(SCC(=O)NNC(=O)c2ccccc2C)n1 ?
tuberculosis growth: -5.3%; influenza NS1A: -15.7%; Salmonella PhoP GFP: 12.0%; inhibitors of VEEV: inactive; H37Rv inhibition: -2.6%

Results for O=C(Nc1ccccc1)c1ccccc1OCc1ccc(F)cc1 ?
tuberculosis growth: 33.3%; influenza NS1A: -1.6%; Salmonella PhoP GFP: -5.0%; inhibitors of VEEV: inactive; H37Rv inhibition: 1.7%

What do the screens show for `CCC(C)[C@H](NC(=O)[C@@H]1CSC2c3ccccc3C(=O)N21)C(=O)N1CCCCC1` (stereo partly specified)?
influenza NS1A: -4.0%; Salmonella PhoP GFP: 6.2%; inhibitors of VEEV: 1.6%; H37Rv inhibition: -1.6%

How did Cc1ccc(C(=O)C2=C(O)C(=O)N(CCCn3ccnc3)C2c2ccc(OC(C)C)cc2)o1 (stereo unspecified) do in these assays?
tuberculosis growth: 29.7%; influenza NS1A: 8.7%; Salmonella PhoP GFP: -10.5%; inhibitors of VEEV: 1.5%; H37Rv inhibition: -5.6%

What do the screens show for `CCCCOC(=O)/C(=C/c1cn(C)c2ccccc12)NC(=O)c1ccc(OC)cc1`?
tuberculosis growth: -9.2%; influenza NS1A: -6.3%; Salmonella PhoP GFP: -9.7%; inhibitors of VEEV: 1.3%; H37Rv inhibition: 5.6%

Results for CCN(CC)CCC(C)OC(c1ccccc1)c1ccccc1 (stereo unspecified) ?
tuberculosis growth: 4.5%; influenza NS1A: -1.7%; Salmonella PhoP GFP: -6.9%; inhibitors of VEEV: 0.9%; H37Rv inhibition: -4.2%

How did O=C1NN(c2ccccc2)C(=O)/C1=C\c1ccc2c(c1)OCO2 do in these assays?
tuberculosis growth: 56.0%; influenza NS1A: 4.2%; Salmonella PhoP GFP: -5.6%; inhibitors of VEEV: inactive; H37Rv inhibition: 2.2%

How did C/C(=N\NC(=S)NC(C)C)c1ccco1 do in these assays?
tuberculosis growth: inconclusive; influenza NS1A: 3.2%; Salmonella PhoP GFP: 3.2%; inhibitors of VEEV: 1.2%; H37Rv inhibition: -0.5%

What do the screens show for `CCOC(=O)c1cc(-c2ccc(N3CCOCC3)cc2)nn1-c1ccc(F)cc1F`?
tuberculosis growth: 77.5%; influenza NS1A: 7.5%; Salmonella PhoP GFP: -2.6%; inhibitors of VEEV: inactive; H37Rv inhibition: 30.5%

What do the screens show for `CN(C)S(=O)(=O)c1ccc2c(c1)nc(CCC(=O)O)n2C`?
influenza NS1A: -19.6%; inhibitors of VEEV: 1.8%

What do the screens show for `CCOc1cc(/C=N/Nc2nc(C)cc(=O)[nH]2)ccc1O`?
tuberculosis growth: 24.2%; influenza NS1A: -27.4%; Salmonella PhoP GFP: -9.8%; inhibitors of VEEV: inactive; H37Rv inhibition: -15.8%

What do the screens show for `O=C(Cc1c(F)cccc1Cl)OCC(=O)c1ccc[nH]1`?
tuberculosis growth: 57.9%; influenza NS1A: -13.9%; inhibitors of VEEV: 0.9%; H37Rv inhibition: -1.6%

How did CCN1C(=O)[C@H]2[C@@H](c3ccc(C)cc3)N3C(=O)N(c4cccc(Br)c4)C(=O)[C@@]3(Cc3ccccc3)[C@H]2C1=O do in these assays?
tuberculosis growth: 26.6%; influenza NS1A: -0.3%; Salmonella PhoP GFP: -6.6%; inhibitors of VEEV: inactive; H37Rv inhibition: 1.5%

What do the screens show for `O=c1oc2cc(O)ccc2c2ccccc12`?
tuberculosis growth: 22.3%; influenza NS1A: 0.5%; Salmonella PhoP GFP: -37.8%; inhibitors of VEEV: 2.6%; H37Rv inhibition: 93.4%

How did CC1CC(C)CN(C(=O)CCCNC(=O)c2ccc(Cl)cc2)C1 (stereo unspecified) do in these assays?
tuberculosis growth: 5.2%; influenza NS1A: 14.6%; Salmonella PhoP GFP: -1.8%; inhibitors of VEEV: 0.5%; H37Rv inhibition: -4.5%

How did O=C(c1ccc(CS(=O)c2ccccc2Cl)o1)N1CCN(c2ccccn2)CC1 (stereo unspecified) do in these assays?
tuberculosis growth: 12.8%; influenza NS1A: 7.1%; Salmonella PhoP GFP: 3.5%; inhibitors of VEEV: 12.6%; H37Rv inhibition: 2.6%

How did CCCCNC(=O)CN(c1cccc(F)c1)S(C)(=O)=O do in these assays?
tuberculosis growth: -9.9%; influenza NS1A: 0.9%; Salmonella PhoP GFP: 1.7%; inhibitors of VEEV: 1.3%; H37Rv inhibition: -4.5%

What do the screens show for `Fc1ccccc1-c1cc2ncccc2cn1`?
tuberculosis growth: 7.1%; influenza NS1A: -0.9%; inhibitors of VEEV: 0.5%; H37Rv inhibition: -0.7%

How did O=C(O)CN1CCN(C(c2ccccc2)c2ccccc2)CC1 do in these assays?
tuberculosis growth: -4.5%; influenza NS1A: 18.6%; Salmonella PhoP GFP: -2.0%; inhibitors of VEEV: 0.1%; H37Rv inhibition: 4.3%

What do the screens show for `Cc1ccc(-n2nnnc2SCC(=O)Nc2cccnc2Cl)cc1`?
tuberculosis growth: -0.8%; influenza NS1A: 2.4%; Salmonella PhoP GFP: -2.3%; inhibitors of VEEV: 4.6%; H37Rv inhibition: 4.1%

Results for COc1ccccc1CNC(=O)C(=O)NCCC1CCCCN1S(=O)(=O)c1ccccc1 (stereo unspecified) ?
tuberculosis growth: 17.3%; influenza NS1A: -4.3%; Salmonella PhoP GFP: -4.7%; inhibitors of VEEV: 2.1%; H37Rv inhibition: 2.5%

How did COc1ccc(C(=O)Nc2cnn(Cc3c(F)cccc3Cl)c2)cc1OC do in these assays?
tuberculosis growth: 3.5%; influenza NS1A: -4.3%; Salmonella PhoP GFP: -7.3%; inhibitors of VEEV: 1.1%; H37Rv inhibition: -6.7%

What do the screens show for `Cc1c(C(=O)NCCN2CCOCC2)oc2ccc(S(=O)(=O)N3CCCCCC3)cc12`?
tuberculosis growth: 1.6%; influenza NS1A: -1.5%; Salmonella PhoP GFP: -3.1%; inhibitors of VEEV: 1.9%; H37Rv inhibition: 2.3%; inhibitors of VEEV 10K pilot screen: 1.9

Results for Cc1ccc(S(=O)(=O)NC(=O)COc2cc(C)ccc2C(C)C)cc1 ?
tuberculosis growth: 47.1%; influenza NS1A: -6.9%; Salmonella PhoP GFP: -11.0%; inhibitors of VEEV: 2.5%; H37Rv inhibition: -7.4%

Results for Cc1ccc(CNC(=O)C2CCC(=O)N(Cc3cccc(C(F)(F)F)c3)C2)o1 (stereo unspecified) ?
tuberculosis growth: 1.9%; influenza NS1A: -4.4%; Salmonella PhoP GFP: -2.9%; inhibitors of VEEV: inactive; H37Rv inhibition: -1.6%

What do the screens show for `CCOC(=O)c1[nH]c2ccccc2c1NC(=O)c1ccc2c(c1)OCO2`?
influenza NS1A: 3.6%; Salmonella PhoP GFP: 4.7%; inhibitors of VEEV: inactive; H37Rv inhibition: 2.0%

How did Cc1ccc(S(=O)(=O)N[C@@H](Cc2ccccc2)C(=O)N2CCC(C(=O)N[C@@H](CC(C)C)C(=O)O)CC2)cc1 do in these assays?
tuberculosis growth: -6.7%; influenza NS1A: -7.2%; Salmonella PhoP GFP: -3.4%; inhibitors of VEEV: 0.4%; H37Rv inhibition: 8.0%

How did CCN(CC)c1nc(-c2ccccc2)cc(C(F)(F)F)c1C#N do in these assays?
tuberculosis growth: 9.9%; influenza NS1A: -13.9%; Salmonella PhoP GFP: -5.7%; inhibitors of VEEV: inactive; H37Rv inhibition: 1.4%

Results for CCc1nc(N2CCCCC2C(=O)O)c2oc3ccccc3c2n1 (stereo unspecified) ?
tuberculosis growth: 14.2%; influenza NS1A: 9.4%; Salmonella PhoP GFP: -7.9%; inhibitors of VEEV: 1.2%; H37Rv inhibition: 6.3%

Results for CCOc1ccc(-n2cc(-c3ccccc3)c3c(N4CCOCC4)ncnc32)cc1 ?
tuberculosis growth: 71.8%; influenza NS1A: 6.4%; Salmonella PhoP GFP: 4.7%; inhibitors of VEEV: inconclusive; H37Rv inhibition: inconclusive

Not a hit list. Share with any hit: about 1.5%.
